From PubChem BioAssay
Epigenetic derep: regulators of epigenetic silencing causing reporter derepression in mouse cells; murine LDR cells, GFP reporter derepression, 30 h; Potency, µM (doses to about 53.9 µM), for the others: at the highest dose GFP activation, most hits filed as activators; 0.2% of 280,000 active; AID 1865; also: potency is read from the fitted curve at half-maximal effect; % of control where 0% means no effect; nearly all actives have a fitted effect of over 60% in size
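Murine LDR cells carrying a silenced, genomically integrated CMV-driven GFP reporter were exposed to compound for 30 hours at 37 C. After PBS washes, GFP-positive cells (20–120 um objects) were counted by laser-scanning microplate cytometry.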
aGal spleen mod: alpha-galactosidase A (human) modulation; human spleen homogenate, 4MU-alpha-Gal fluorescence, 40 min; Potency, µM (doses to about 80 µM), for inactives: at the highest dose activity change, negative = inhibition, most hits filed as inhibitors; P06280; 0.008% of 240,000 active;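 also: potency is read from the fitted curve at half-maximal effect; 0% = enzyme with vehicle and -100% = no enzyme basal signal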
Target sequence (P06280 32-429 limits assumed): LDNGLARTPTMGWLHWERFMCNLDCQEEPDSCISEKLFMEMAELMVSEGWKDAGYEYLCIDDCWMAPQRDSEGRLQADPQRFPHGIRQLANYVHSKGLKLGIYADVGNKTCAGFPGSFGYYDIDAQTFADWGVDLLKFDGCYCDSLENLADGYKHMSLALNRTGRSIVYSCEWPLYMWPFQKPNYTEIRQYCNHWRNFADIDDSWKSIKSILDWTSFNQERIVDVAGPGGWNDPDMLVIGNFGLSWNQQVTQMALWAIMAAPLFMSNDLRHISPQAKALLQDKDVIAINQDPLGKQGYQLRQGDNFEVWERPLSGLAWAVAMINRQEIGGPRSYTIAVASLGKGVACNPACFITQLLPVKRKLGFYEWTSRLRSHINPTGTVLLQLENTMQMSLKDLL
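Inhibition or activation of alpha-galactosidase in human spleen homogenate is scored by 4-MU fluorescence after 40 min at 37C, pH 5.0, with 1 mM substrate. AC50s come from concentration-response fitted to the Hill equation.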
KinaseGlo FLuc: blocks Kinase-Glo luciferase, a counter-screen artifact; Q27757; Kinase-Glo luciferase, ATP luminescence, 8 min; Potency, µM (series often up to 38.3 µM), without a hit: at the highest dose activity change, negative = inhibition, usual class: inhibitors; 0.28% of 200,000 active; AID 1379; also: potency is read from the fitted curve at half-maximal effect; % is scaled to controls: 0 for no effect and ±100 for the full control effect; nearly all actives have a fitted effect of over 60% in size
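Compound is pinned into ATP-containing buffer (10 uM ATP, imidazole pH 7.2, 7 mM MgCl2). Kinase-Glo luciferase reagent is then added. Light output is recorded following an 8-min room-temperature incubation.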
NPSR antagonist: antagonists of human neuropeptide S receptor cAMP signaling | Q6W5P4 | CHO-NPSR cells, cAMP TR-FRET, antagonist mode | Potency, µM (doses to about 38.3 µM), for the others: top-dose activity change, negative = inhibition, usual class: inhibitors | 1% of 220,000 active | AID 1461; also: potency is read from the fitted curve at half-maximal effect; % is scaled to controls: 0 for no effect and ±100 for the full control effect; nearly all actives have a fitted effect of over 50% in size; many of its hits are not listed in these tables
Target sequence (Q6W5P4 whole entry, looked up): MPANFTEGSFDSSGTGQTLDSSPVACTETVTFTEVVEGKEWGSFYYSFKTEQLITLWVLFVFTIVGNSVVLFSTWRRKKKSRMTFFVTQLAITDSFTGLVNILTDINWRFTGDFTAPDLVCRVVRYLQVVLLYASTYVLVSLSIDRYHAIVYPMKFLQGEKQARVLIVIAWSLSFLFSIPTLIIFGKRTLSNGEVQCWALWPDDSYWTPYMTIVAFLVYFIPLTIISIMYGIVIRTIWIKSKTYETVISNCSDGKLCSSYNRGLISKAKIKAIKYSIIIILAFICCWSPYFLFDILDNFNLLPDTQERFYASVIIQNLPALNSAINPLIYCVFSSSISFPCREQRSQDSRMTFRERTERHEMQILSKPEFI
Lamin A splicing: LMNA splicing modulation. AID 1487. Potency, µM (top dose mostly 46.1 µM), for the others: top-dose ratio change, negative = inhibition, actives largely listed as inhibitors. 0.01% of 200,000 active. HeLa LMNA splicing GFP/RFP minigene ratio, 48 h; active = well fitted inhibition curve with a large enough effect in the signal ratio, with a control signal flat, not every such curve was filed as active; inconclusive = small, poorly fitted or top-dose-only effect, or effect the other way, or a change in a side signal; the % refers to the signal ratio; also: potency is read from the fitted curve at half-maximal effect; % is scaled to controls: 0 for no effect and ±100 for the full control effect
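S3 HeLa stable clones carrying a lamin A-EGFP splicing minigene plus DsRed2 were seeded at 600 cells/well in Opti-MEM with 2% FBS, pin-dosed and incubated 48 h at 37°C. Acumen cytometry (488 nm) gave the GFP/RFP total-intensity ratio.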
IMPase Li inh: IMPase inhibition in cells with lithium potentiation | CHO-M1 cells, IP1 TR-FRET (IP-One), carbachol + lithium | Potency, µM (series often up to 59.4 µM), without a hit: at the highest dose activity, negative = IMPase inhibition, hits mostly inhibitors | 0.35% of 210,000 active | AID 1457;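 also: IP1 builds up when IMPase is blocked and the TR-FRET signal falls; potency is read from the fitted curve at half-maximal effect; plate controls were basal vehicle for no effect and high inhibitor control for full effect; nearly all actives have a fitted effect of over 50% in size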
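Readout is a homogeneous TR-FRET IP1 immunoassay (Ex 320, Em 665 and 620), where raised cytosolic IP1 lowers signal. Cells were CHO-M1 treated 30 min at 37C with test compounds plus a little lithium; AC50 values came from Hill-equation fitting.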
CBFb RUNX1 block: CBF-beta/RUNX1 interaction disruption; AlphaScreen CBFb-His/RUNX1-biotin binding, biochemical; Potency, µM (series often up to 59.8 µM), for the others: at the highest dose activity, negative = inhibition, usual class: inhibitors; 230,000 tested, under 10 active; also: % of control where 0% means no effect
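Compounds were screened at multiple concentrations against a preformed CBF-beta(His)/RUNX1(biotin) complex (30 nM of each) for 15 min at room temperature, followed by 90 min with nickel and streptavidin beads and AlphaScreen reading.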
* hit, by the source's call; u = inconclusive; x = no result given; [ ] = remark or other dose. Unless noted, calls follow the shape of the dose curve; as a rule, active = well fitted curve in the direction sought with a large enough effect; inconclusive = small, poorly fitted or top-dose-only effect, or another doubt; inactive = no such curve, though single readings can be large; an effect the other way counts as inactive or inconclusive. An excerpt; rates above refer to the full screens.

Screens by letter: A = Epigenetic derep; B = aGal spleen mod; C = KinaseGlo FLuc; D = NPSR antagonist; E = Lamin A splicing; F = IMPase Li inh; G = CBFb RUNX1 block
CCCc1cc(=O)[nH]c(SCC(=O)c2cc(C)n(C(C)COC)c2C)n1 (centres undefined)
  A = 0.4%; B = 12%; C = 0%; D = -15%[46.1 µM]; E = 14%; F = 2%[38.3 µM]; G = -5%
O=c1c(Cc2ccc(Cl)cc2Cl)c(O)ccn1Cc1ccncc1
  A = -0.1%; B = 2%; C = 3%; D = -7%; E = x; F = 4%; G = 15%
O=C1c2ccccc2C(=O)c2c1cccc2N1CCCC1
  A = 1.5%; B = 0%; C = -17%; D = -17%; E = -22%; F = 68%[activator]; G = 1%
CSc1nnc2c(n1)OC=Nc1ccc(Br)cc1-2
  A = -1.0%; B = -11%; C = x; D = -12%; E = x; F = x; G = 5%
O=C(Nc1ccc(-n2ccnc2P(=O)(O)c2ccccc2)cc1)c1ccccc1Cl
  A = -1.0%; B = -17%; C = -5%; D = 0%[46.1 µM]; E = -5%; F = 29%[38.3 µM]; G = -7%
C/C(=N/NC(=O)CNc1ccc(C)cc1)c1ccc(Cl)cc1
  A = 0.0%; B = 0%; C = 1%; D = 2%[46.1 µM]; E = -16%; F = 1%; G = 13%
Cc1ccc(-n2c(SCC(=O)NCC3CCCO3)nc3c(c2=O)SCC3)cc1 (centres undefined)
  A = -1.0%; B = 2%; C = 0%; D = -3%[46.1 µM]; E = 7%; F = 35%[38.3 µM]; G = 0%
CC(NC(=O)c1cc2cc([N+](=O)[O-])ccc2oc1=O)C1CCCO1 (centres undefined)
  A = 1.1%; B = 7%; C = 1%; D = -14%; E = -12%[46 µM]; F = 5%; G = -11%
Cc1ccc(S(=O)(=O)CNC(=O)c2ccccc2)cc1
  A = -3.0%; B = -6%; C = 0%; D = -24%[46.1 µM]; E = 7%; F = -12%[38.3 µM]; G = 0%
COCCNC(=O)c1sc2ncn(CC(=O)N3CCCCC3)c(=O)c2c1C
  A = 0.0%; B = 1%; C = -1%; D = -5%[46.1 µM]; E = 0%; F = 16%[38.3 µM]; G = 7%

Entries of single compounds as entered above. Order of values: Epigenetic derep, aGal spleen mod, KinaseGlo FLuc, NPSR antagonist, Lamin A splicing, IMPase Li inh, CBFb RUNX1 block
O=C(Nc1ccc(-n2ccnc2P(=O)(O)c2ccccc2)cc1)c1ccccc1Cl across the screens: -1.0%, -17%, -5%, 0%[46.1 µM], -5%, 29%[38.3 µM], -7%
O=C1c2ccccc2C(=O)c2c1cccc2N1CCCC1 across the screens: 1.5%, 0%, -17%, -17%, -22%, 68%[activator], 1%
CSc1nnc2c(n1)OC=Nc1ccc(Br)cc1-2 across the screens: -1.0%, -11%, x, -12%, x, x, 5%
COCCNC(=O)c1sc2ncn(CC(=O)N3CCCCC3)c(=O)c2c1C across the screens: 0.0%, 1%, -1%, -5%[46.1 µM], 0%, 16%[38.3 µM], 7%
O=c1c(Cc2ccc(Cl)cc2Cl)c(O)ccn1Cc1ccncc1 across the screens: -0.1%, 2%, 3%, -7%, x, 4%, 15%

The list goes on.
Screens by letter: A = Epigenetic derep; B = aGal spleen mod; C = KinaseGlo FLuc; D = NPSR antagonist; E = Lamin A splicing; F = IMPase Li inh; G = CBFb RUNX1 block
CN(C)C(CNC(=O)c1cc(S(=O)(=O)N(C)c2ccccc2)ccc1Cl)c1cccs1 (centres undefined)
  A = -1.9%; B = 1%; C = 1%; D = -6%; E = x; F = 18%; G = -3%
Nc1ncc(Br)cc1S(=O)(=O)NCCC(=O)Nc1cccc(Cl)c1
  A = -1.8%; B = -2%; C = 2%; D = -18%[46.1 µM]; E = -11%; F = 13%[38.3 µM]; G = 2%
c1csc(Cc2nn3c(-c4ccncc4)nnc3s2)c1
  A = -1.6%; B = 3%; C = -2%; D = -16%[46.1 µM]; E = -7%; F = -6%[38.3 µM]; G = -23%
COc1ccc(S(=O)(=O)n2cnc(C)c2)cc1
  A = 1.6%; B = -5%; C = -1%; D = -19%; E = 3%[46 µM]; F = 6%; G = 2%
COc1ccc(N=C2SC(CC(=O)Nc3ccccc3)C(=O)N2CC2CCCO2)cc1 (centres undefined)
  A = -2.0%; B = 1%; C = 15%; D = u; E = 4%; F = 1%[38.3 µM]; G = -15%
Fc1ccc(-c2nc(-c3cccs3)[nH]c2-c2ccc(F)cc2)cc1
  A = 4.6%; B = 1%; C = 0%; D = -55%; E = u; F = 8%; G = -2%
Cc1cc(NC(=O)CSc2nc3ccccc3n2CC(=O)N2CCCCC2)no1
  A = 8.8%; B = 12%; C = 3%; D = -6%[46.1 µM]; E = -15%; F = 27%[38.3 µM]; G = 15%
CCNc1ncc2nc(-c3cccs3)c(=O)n(-c3ccc(OC)cc3)c2n1
  A = x; B = 1%; C = -3%; D = x; E = x; F = -3%; G = x
CCc1cc(CNC(=O)CCc2nnc(CCCc3ccccc3)o2)on1
  A = 0.5%; B = 6%; C = 0%; D = 10%; E = x; F = 2%; G = -1%
C/C(=N/NC(N)=S)c1cc2ccc(O)cc2oc1=O
  A = 1.6%; B = u; C = x; D = -8%; E = x; F = x; G = -22%
CC1(C)CC2CC(C)(CN2C(=S)NC(=O)c2ccccc2Cl)C1 (centres undefined)
  A = 0.1%; B = 0%; C = x; D = -26%[46.1 µM]; E = u; F = x; G = -1%
CCS(=O)(=O)NCc1ccc2c(c1)cc(C)n2C
  A = -0.8%; B = -2%; C = -4%; D = -4%[46.1 µM]; E = -8%; F = 27%[38.3 µM]; G = -13%
COc1ccc(C(=O)N/N=C/C2CC=CCC2)cc1OC (centres undefined)
  A = 0.3%; B = 4%; C = 1%; D = 28%; E = -6%[46 µM]; F = -11%; G = -1%
COC(=O)COc1cccc2c(=O)n(CC(=O)Nc3ccc4c(c3)OCCO4)ccc12
  A = 1.1%; B = 5%; C = x; D = 21%; E = x; F = -7%; G = 13%
COc1ccc(Cl)cc1C(=O)Nc1cc(=O)n(C)c(=O)n1C
  A = 1.0%; B = 15%; C = x; D = 9%; E = x; F = x; G = 6%
O=[N+]([O-])c1ccc(Oc2ccc(S(=O)(=O)Nc3ccccc3)cc2)cc1
  A = 0.0%; B = 0%; C = -3%; D = -20%; E = u; F = 8%; G = -24%
CC1Oc2ccccc2N(Cc2ccccc2Cl)C1=O (centres undefined)
  A = -2.0%; B = -8%; C = 1%; D = -6%; E = 18%; F = 19%; G = 5%
Cc1[nH]nc(-c2ccc(O)c(C)c2O)c1Oc1ccccc1
  A = 1.7%; B = -2%; C = -3%; D = -24%[46.1 µM]; E = u; F = 19%[38.3 µM]; G = -11%
O=C(Nc1ccc(Cl)cc1C(F)(F)F)C(Sc1cccc[n+]1[O-])c1ccccc1 (centres undefined)
  A = 12%; B = 4%; C = 3%; D = -37%; E = u; F = -3%; G = 3%
Cc1ccc(-c2nc(CSCC(=O)N3CCCC3)c(C)o2)cc1
  A = 2.3%; B = -3%; C = 2%; D = -12%[46.1 µM]; E = 9%; F = u; G = 4%
O=C(NCc1ccccc1)Nc1cccn(Cc2ccccc2F)c1=O
  A = 0.0%; B = -7%; C = -4%; D = 1%; E = u; F = 3%; G = -7%
CC(=O)c1ccc(N=Nc2ccc(C)cc2)cc1
  A = 1.5%; B = -20%; C = -9%; D = 2%; E = 9%[46 µM]; F = -4%; G = u
CCOC(=O)c1ccc(NC(=S)NCCCn2ccnc2)cc1
  A = -3.5%; B = -9%; C = -4%; D = -12%; E = 4%[46 µM]; F = 6%; G = -14%
COc1cc(NC(=O)c2ccc3c(=O)n(Cc4ccco4)c(=S)[nH]c3c2)cc(OC)c1OC
  A = 8.6%; B = 2%; C = -3%; D = -15%[46.1 µM]; E = u; F = 4%[38.3 µM]; G = -4%
CC1CCCC(NC(=O)CNCc2ccccc2F)C1C (centres undefined)
  A = -2.2%; B = -2%; C = 0%; D = -5%; E = 16%[9.22 µM]; F = -4%; G = 6%
O=C(O)c1ccccc1Sc1ncnc2sccc12
  A = 1.1%; B = -8%; C = x; D = 10%; E = -6%[46 µM]; F = x; G = 13%
O=C(Nc1ccc(C(=O)N2CCCCC2)cc1)C1CCCCC1
  A = 0.0%; B = 2%; C = 6%; D = -8%[46.1 µM]; E = 0%; F = 2%[38.3 µM]; G = 1%
COc1ccc(C2NC(=S)NC(C)=C2C(=O)Nc2ccccn2)cc1 (centres undefined)
  A = -2.9%; B = -25%; C = -1%; D = 1%; E = 16%[46 µM]; F = 1%; G = 1%
CCOc1cc2[nH]c(=O)n(Cc3ccc(C(=O)NCCCN4CCCC4=O)cc3)c(=O)c2cc1OCC
  A = -4.2%; B = 3%; C = -4%; D = 6%; E = 5%[46 µM]; F = -4%; G = 0%
COc1ccc(-c2nnc(SCC(=O)NC3CCCc4ccccc43)n2N)cc1 (centres undefined)
  A = 0.0%; B = -11%; C = 0%; D = 20%; E = -1%; F = 6%; G = 5%
CCOC(=O)c1c(NC(=O)CSc2nnc(N)s2)sc(C)c1-c1ccc(C)cc1
  A = -0.9%; B = 4%; C = x; D = u; E = u; F = x; G = -11%
Cc1[nH]n(-c2ccccc2)c(=S)c1C=Nc1ccc([N+](=O)[O-])cc1
  A = -1.5%; B = 4%; C = 0%; D = -5%; E = 12%; F = -6%; G = 1%
O=C(NCN1CCN(c2ccccc2F)CC1)c1ccccc1
  A = -1.2%; B = -18%; C = -1%; D = -10%[46.1 µM]; E = 12%; F = -5%[38.3 µM]; G = 0%
Cc1ccc2cc(C)c(N3CCC(C)CC3)nc2c1
  A = 0.0%; B = 7%; C = x; D = -19%; E = x; F = 9%; G = -2%
O=c1c2ccccc2nnn1CSc1nnc(-c2ccco2)o1
  A = -2.6%; B = 3%; C = 1%; D = -5%[46.1 µM]; E = 9%; F = 4%[38.3 µM]; G = 3%
Cc1nnc(SCCC(=O)Nc2nc(-c3ccccc3)ns2)s1
  A = -0.7%; B = 1%; C = 1%; D = u; E = u; F = -6%[38.3 µM]; G = 2%
CC(C)C(=O)Nc1ccccc1C(=O)N/N=C/c1ccc([N+](=O)[O-])cc1
  A = -1.4%; B = -1%; C = 1%; D = -4%[46.1 µM]; E = 7%; F = 1%[38.3 µM]; G = -3%
CC(C)c1ccc(N(CC(=O)O)S(=O)(=O)c2cccnc2)cc1
  A = 0.2%; B = 6%; C = -1%; D = -6%[46.1 µM]; E = -1%; F = -11%[38.3 µM]; G = 5%
COc1cccc(CN2CCN(Cc3ccc(O)c(OC)c3)CC2CCO)c1 (centres undefined)
  A = 5.8%; B = 2%; C = -4%; D = -9%; E = -3%[46 µM]; F = -2%; G = 2%
